Source: PubChem BioAssay (several laboratories)
NOD2-RIPK2 inh: NOD2-RIPK2 binding disruptors in cells, primary screen, fluorescence, CHO cells, BLA complementation. Receptor-interacting serine/threonine-protein kinase 2 (Homo sapiens), O43353. CCF4 ratio. inhibition, % at 4.98 µM. hit rate 0.38% among 360,000. AID 624267, 2012; in the data active = inhibition above about 21%;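 note: 0% = vehicle only and 100% = reference blocker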
NCOA1 inh: SRC1 coactivator transcriptional activity inhibitors, primary screen, cell-based, luminescence; HEK293 GAL4-SRC1 luciferase reporter; inhibition, % at 3.6 µM; hit rate 0.12% among 360,000;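 active = inhibition above the campaign mean plus 3 SD, with each screening campaign given its own cutoff, cut at about 60% in these data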;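 note: 0% = DMSO treated cells and 100% = gossypol at 36 µM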
NR5A2 inv ag: LRH-1 (NR5A2) inverse agonists, primary screen, cell-based, luminescence, HEK293T, StAR-luciferase reporter. LRH-1 transfected, 24 h. inhibition, % at 3.6 µM. hit rate 0.13% among 360,000. AID 602396, 2012;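 active = inhibition above the mean inhibition of all tested compounds plus 3 SD, cut at about 73% in these data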;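 note: 0% = DMSO wells and 100% = reporter-only cells lacking LRH-1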
EBV LMP1 NFkB: EBV LMP1-driven NF-kappaB luciferase reporter inhibitors, primary screen, cell-based, luminescence, single point; LMP1-induced NF-kappaB luciferase reporter cells; inhibition, % at 12.5 µM; hit rate 0.69% among 350,000; AID 504558, 2011; in the data active = inhibition above about 41%;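 note: 0% = neutral control wells and 100% = reference inhibitor control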
COUP-TFII inh: NR2F2 transcriptional activity inhibitors, primary screen, cell-based, luciferase reporter, HEK293T, luminescence. HEK293T NGFI-A luciferase reporter. AID 686940, 2013. COUP transcription factor 2 (Homo sapiens), P24468. inhibition, % at 8.6 µM. hit rate 0.7% among 370,000;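 active = inhibition above a per-plate cutoff, mean inhibition of test wells between control levels plus 3 SD, cut at about 38% in these data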;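 note: cells cotransfected with COUP-TFII expression vector driving the NGFI-A reporter; 0% = median of COUP-TF2 test wells and 100% = reporter-only cells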
TLR9-MyD88 block: inhibitors of TLR9-MyD88 association in cells, primary screen, cell-based, CHO, BLA complementation, fluorescence; Toll-like receptor 9 (Homo sapiens) + Myeloid differentiation primary response protein …; CCF4 FRET ratio; inhibition, % at 4.98 µM; hit rate 0.21% among 340,000; AID 504734, 2011;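 active = inhibition above the mean over all tested compounds plus 3 SD, cut at about 21% in these data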;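 note: 0% = DMSO only wells and 100% = clavulanate BLA inhibitor control wells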
C8 TRAIL sens: viability loss with TRAIL in NB7+C8 cells, primary screen, TRAIL sensitizer project, cell-based, ATPlite luminescence; inhibition (viability loss, TRAIL sensitization), % at 10 µM; hit rate 1% among 360,000;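 active = compounds causing at least 50% loss of cell viability in the single-dose screen, relative to plate controls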
NCOA3 inh: SRC3 coactivator transcriptional activity inhibitors, primary screen, cell-based, luminescence; Nuclear receptor coactivator 3 (Homo sapiens), Q9Y6Q9; HEK293 GAL4-SRC3 luciferase reporter; inhibition, % at 3.6 µM; hit rate 0.17% among 360,000; AID 588352, 2011;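 active = inhibition above a per-campaign cutoff, the mean of all compounds plus 3 SD, cut at about 60% in these data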;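 note: 0% = DMSO-treated cells and 100% = gossypol-treated cells at 36 µM; higher means less SRC3-driven luciferase light from the GAL4 reporter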
TROY NFkB inh: inhibitors of TROY-driven NF-kB signaling, primary screen, Q293 LMP1-TROYcd cells, NF-kB luciferase, uHTS; Q293 LMP1-TROYcd NF-kB luciferase reporter, 4 h; hit rate 0.98% among 360,000; inhibition, % at 10 µM;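 active = compounds whose plate-normalised and pattern-corrected inhibition of the luciferase reporter signal at the single screening dose is 50% or more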
SRC2 inh: inhibition of GAL4-SRC2 driven luciferase reporter, primary screen, SRC2 inhibitor project, cell-based, luminescence. Nuclear receptor coactivator 2 (Homo sapiens), Q15596. HEK293 GAL4-SRC2 luciferase reporter. inhibition, % at 9 µM. hit rate 0.17% among 370,000. AID 651957, 2012;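 active = inhibition above the mean inhibition of all tested compounds plus 3 SD, set per campaign, cut at about 52% in these data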;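 note: 0% = DMSO treated cells and 100% = cells given Gossypol at 36 µM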
TWEAK-Fn14 inh: inhibitors of TWEAK-Fn14 signaling, primary screen, luciferase reporter cells, uHTS | TWEAK-stimulated Fn14 reporter cells, luciferase luminescence, 8 h | inhibition, % at 10 µM | hit rate 2% among 360,000 | AID 1159606, 2016; in the data active = inhibition above about 50%
Starred values were filed as active, the others as inactive. Not all compounds are listed; the hit share may differ from the screen's.

Short forms: A = NOD2-RIPK2 inh; B = NCOA1 inh; C = NR5A2 inv ag; D = EBV LMP1 NFkB; E = COUP-TFII inh; F = TLR9-MyD88 block; G = C8 TRAIL sens; H = NCOA3 inh; I = TROY NFkB inh; J = SRC2 inh; K = TWEAK-Fn14 inh
CCOc1ccc(NC2OCC(O)C(O)C2O)c([N+](=O)[O-])c1 (stereo unspecified)
  A: 10; B: 6; C: -6; D: -3; E: -9; F: 7; G: -1; H: 16; I: 21; J: -36; K: -3

Cc1cnc(C(=O)OCC(=O)c2ccc(-c3ccccc3)cc2)cn1
  A: -2; B: 12; C: -23; D: -5; E: 1; F: 6; G: 7; H: 2; I: -24; J: -5; K: 2

CC(C)[C@H](NC(=O)NCc1ccco1)C(=O)O
  A: 1; B: -29; C: 16; D: -4; E: -13; F: 0; G: 5; H: -26; I: 9; J: 5; K: 9

Cn1c(N)c(C(=O)CSc2nnc(-c3cccs3)n2C2CC2)c(=O)[nH]c1=O
  A: -2; B: -21; C: -15; D: -6; E: -36; F: 10; G: 10; H: -4; I: -17; J: 0; K: -2

CC(=O)OCC1=C(C(=O)O)N2C(=O)[C@@H](NC(=O)Cc3cccs3)[C@H]2SC1
  A: 6; B: -14; C: -17; D: -1; E: 2; F: -1; G: -6; H: 13; I: 20; J: 21; K: 7

Cc1cc(NC(=O)COC(=O)[C@H](Cc2c[nH]c3ccccc23)NC(=O)c2ccc(F)cc2)no1
  A: 2; B: -25; C: -20; D: -1; E: -33; F: 2; G: -24; H: 3; I: -12; J: -16; K: -42

c1ccc2sc(N3CCOCC3)nc2c1
  A: 4; B: -46; C: -61; D: -15; E: -30; F: -1; G: 22; H: -29; I: -12; J: -22; K: 2

CC(=O)c1ccc(NC(=O)C(C)OC(=O)C(C)Oc2cccc(C)c2)cc1 (stereo unspecified)
  A: 6; B: -8; C: -5; D: 2; E: 3; F: -6; G: 0; H: 5; I: 14; J: 16; K: -16

Cc1c(NC(=O)C(=O)/C=C(\O)c2ccc(Br)cc2)c(=O)n(-c2ccccc2)n1C
  A: 6; B: 1; C: 13; D: -4; E: 0; F: 2; G: -19; H: -9; I: -3; J: 10; K: -4

Cc1cc(C)c2oc(=O)cc(CN3CCN(Cc4ccccc4)CC3)c2c1
  A: 10; B: -9; C: -2; D: 1; E: 20; F: 0; G: 4; H: -9; I: 16; J: 5; K: 23

CCC(CC)C(=O)NCCc1ccc(OC)c(OC)c1
  A: -5; B: 2; C: -1; D: -3; E: 12; F: 7; G: 6; H: 15; I: 3; J: 11; K: 3

C[N+]1(C)CC2([N+](=O)[O-])CC=C(Oc3ccccc3)C([N+](=O)[O-])(C2)C1 (stereo unspecified)
  A: -10; B: 6; C: 4; D: -8; E: 10; F: -13; G: -12; H: 9; I: 10; J: -20; K: 0

COc1cc2c(cc1OC)CN(Cc1cc(=O)n3c(-c4ccccc4)csc3n1)CC2
  A: -8; B: -36; C: -2; D: 8; E: 21; F: -4; G: -3; H: 1; I: 1; J: 13; K: 16

CN(C)CCOCCOc1ccc(Cl)c2ccccc12
  A: -2; B: -3; C: 5; D: 2; E: 0; F: 4; G: 5; H: 14; I: -38; J: 26; K: -23

O=C(COc1ccccc1)NC1CCSC1=O (stereo unspecified)
  A: -2; B: 0; C: 0; D: -3; E: -19; F: 4; G: 0; H: 5; I: 16; J: -22; K: 7

Five compounds from above with just TROY NFkB inh, TLR9-MyD88 block and NCOA1 inh.
SMILES	TROY NFkB inh	TLR9-MyD88 block	NCOA1 inh
CC(C)[C@H](NC(=O)NCc1ccco1)C(=O)O	9	0	-29
Cn1c(N)c(C(=O)CSc2nnc(-c3cccs3)n2C2CC2)c(=O)[nH]c1=O	-17	10	-21
CC(=O)OCC1=C(C(=O)O)N2C(=O)[C@@H](NC(=O)Cc3cccs3)[C@H]2SC1	20	-1	-14
Cc1cc(NC(=O)COC(=O)[C@H](Cc2c[nH]c3ccccc23)NC(=O)c2ccc(F)cc2)no1	-12	2	-25
c1ccc2sc(N3CCOCC3)nc2c1	-12	-1	-46

(further entries)
Short forms: A = NOD2-RIPK2 inh; B = NCOA1 inh; C = NR5A2 inv ag; D = EBV LMP1 NFkB; E = COUP-TFII inh; F = TLR9-MyD88 block; G = C8 TRAIL sens; H = NCOA3 inh; I = TROY NFkB inh; J = SRC2 inh; K = TWEAK-Fn14 inh
COc1ccc2c3c([nH]c2c1)C(C)N(CCC(=O)NN)CC3 (stereo unspecified)
  A: 5; B: -10; C: -10; D: -20; E: -7; F: 5; G: -5; H: -17; I: 15; J: 12; K: 6

O=C(O)COc1ccc(S(=O)(=O)NCCc2ccccc2)cc1
  A: 1; B: -6; C: -2; D: 4; E: -7; F: -4; G: 3; H: 12; I: 6; J: 9; K: -3

O=C(OCCCc1cc2ccccc2c(=O)o1)c1ccco1
  A: -6; B: -13; C: 3; D: -4; E: -10; F: 3; G: -2; H: 1; I: -46; J: -13; K: -4

CC(=O)N1CCOc2ccc(S(=O)(=O)NCCc3ccc(Cl)cc3)cc21
  A: 10; B: 11; C: 2; D: -4; E: 9; F: -8; G: 7; H: -32; I: 9; J: -15; K: -11

NS(=O)(=O)c1ccc(F)c(C(=O)O)c1
  A: -8; B: 2; C: 1; D: 2; E: 8; F: -5; G: 8; H: -1; I: 11; J: 7; K: -12

COc1ccc([N+](=O)[O-])cc1NC(=O)C(C)Sc1ccc(C)cc1 (stereo unspecified)
  A: -5; B: -2; C: -23; D: 9; E: 7; F: -6; G: 11; H: -2; I: -3; J: -3; K: 18

COc1ccc(NC(=S)Nc2ccc3nc(C)c(C)nc3c2)cc1
  A: 13; B: -6; C: 4; D: 6; E: -5; F: -3; G: -9; H: -4; I: -29; J: 7; K: 34

Cc1ccc(S(=O)(=O)N2CCC(C(=O)N3CCC(C(=O)NCC4CCCO4)CC3)CC2)cc1 (stereo unspecified)
  A: -4; B: 5; C: 7; D: 1; E: -8; F: 3; G: 6; H: -22; I: -6; J: -8; K: 12

Already shown: 4 of the compounds above.
Short forms: A = NOD2-RIPK2 inh; B = NCOA1 inh; C = NR5A2 inv ag; D = EBV LMP1 NFkB; E = COUP-TFII inh; F = TLR9-MyD88 block; G = C8 TRAIL sens; H = NCOA3 inh; I = TROY NFkB inh; J = SRC2 inh; K = TWEAK-Fn14 inh
CCOc1ccc(NC2OCC(O)C(O)C2O)c([N+](=O)[O-])c1 (stereo unspecified)
  A: 10; B: 6; C: -6; D: -3; E: -9; F: 7; G: -1; H: 16; I: 21; J: -36; K: -3

Cc1cnc(C(=O)OCC(=O)c2ccc(-c3ccccc3)cc2)cn1
  A: -2; B: 12; C: -23; D: -5; E: 1; F: 6; G: 7; H: 2; I: -24; J: -5; K: 2

CC(C)[C@H](NC(=O)NCc1ccco1)C(=O)O
  A: 1; B: -29; C: 16; D: -4; E: -13; F: 0; G: 5; H: -26; I: 9; J: 5; K: 9

Cn1c(N)c(C(=O)CSc2nnc(-c3cccs3)n2C2CC2)c(=O)[nH]c1=O
  A: -2; B: -21; C: -15; D: -6; E: -36; F: 10; G: 10; H: -4; I: -17; J: 0; K: -2
